Assay outcomes from PubChem BioAssay.
Eya2 phos inh: blocks the phosphatase activity of human Eya2; O00167; recombinant Eya2, OMFP fluorescence dephosphorylation (OMFP is methylfluorescein phosphate); Potency, µM (series often up to 76.9 µM), inactives show top-dose activity, negative = inhibition, hits mostly inhibitors; actives 0.006% (n = 330,000); AID 488837; also: potency is read from the fitted curve at half-maximal effect; % is scaled to controls: 0 for no effect and ±100 for the full control effect
Target sequence (O00167 whole entry, looked up): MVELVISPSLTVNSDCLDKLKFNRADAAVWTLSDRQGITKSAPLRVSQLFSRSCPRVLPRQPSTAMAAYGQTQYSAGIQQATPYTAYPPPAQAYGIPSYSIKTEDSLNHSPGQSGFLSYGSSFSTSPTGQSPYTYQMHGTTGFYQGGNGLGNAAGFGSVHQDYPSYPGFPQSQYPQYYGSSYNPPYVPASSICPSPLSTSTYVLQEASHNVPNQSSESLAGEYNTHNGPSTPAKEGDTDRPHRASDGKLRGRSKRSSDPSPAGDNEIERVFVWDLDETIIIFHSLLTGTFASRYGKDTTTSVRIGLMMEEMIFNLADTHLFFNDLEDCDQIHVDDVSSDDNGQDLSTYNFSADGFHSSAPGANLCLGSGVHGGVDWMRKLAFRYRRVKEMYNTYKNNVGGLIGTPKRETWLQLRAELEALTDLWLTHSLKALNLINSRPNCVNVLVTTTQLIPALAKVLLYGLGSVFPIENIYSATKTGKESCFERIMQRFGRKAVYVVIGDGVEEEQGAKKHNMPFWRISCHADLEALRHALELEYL
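Eya2 (0.2 uM) preincubated 10 min at ambient with compound, then OMFP substrate added at 50 uM; 10 min reaction in 50 mM HEPES pH 7.5, 50 mM NaCl, 5 uM MgCl2, 0.05% BSA, 1 mM DTT. Fluorescence read at Ex 485/Em 525 nm.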
Integrin act MD: activates integrin-mediated alleviation for muscular dystrophy; alpha7betagal myoblasts, beta-gal FDG fluorescence, 48 h; Potency, µM (titrated, usually from 38.3 µM), without a hit: top-dose activation, hits mostly activators; actives 0.064% (n = 350,000);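 also: potency is read from the fitted curve at half-maximal effect; 100% = response of the positive control SU9516; nearly all actives have a fitted effect of over 60% in size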
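alpha7betagal+/- myoblasts (passage 13, 250/well) treated 48 h at 37C with compounds at 1:260 dilution of DMSO stock. Lysed, then beta-galactosidase activity read as FDG fluorescence (ex 480/em 540) after 30 min, with pre-read for autofluorescence.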
BRCA1 expr act: increases BRCA1 expression. AID 624202. Potency, µM (doses to about 46.1 µM), inactives show at the highest dose activation, most hits filed as activators. actives 1.1% (n = 380,000). MCF7-BRCA1-FFLuc reporter, luminescence, 48 h; response scale: scaled: vehicle 0%, 10 µM genistein 100%; also: potency is read from the fitted curve at half-maximal effect; nearly all actives have a fitted effect of over 80% in size; some results filed as inactive show a strong effect at the top dose
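MCF7-BRCA1-FFLuc cells, 2000/well in phenol-red-free MEM, attached 2 h then treated 48 h at 37 C. Luciferase luminescence read 15 min after reagent; normalized to genistein maximum activation (10microM) and DMSO, concentration-response fitted.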
ASM inhibitor: human S-ASM enzyme inhibition. actives 0.006% (n = 340,000). Potency, µM (series often up to 57.5 µM), for inactives: at the top dose activity change, negative = inhibition, usual class: inhibitors. placental ASM, HMU-PC fluorogenic substrate, 60 min. P17405. AID 504937; also: potency is read from the fitted curve at half-maximal effect
Target sequence (P17405 47-631 limits assumed): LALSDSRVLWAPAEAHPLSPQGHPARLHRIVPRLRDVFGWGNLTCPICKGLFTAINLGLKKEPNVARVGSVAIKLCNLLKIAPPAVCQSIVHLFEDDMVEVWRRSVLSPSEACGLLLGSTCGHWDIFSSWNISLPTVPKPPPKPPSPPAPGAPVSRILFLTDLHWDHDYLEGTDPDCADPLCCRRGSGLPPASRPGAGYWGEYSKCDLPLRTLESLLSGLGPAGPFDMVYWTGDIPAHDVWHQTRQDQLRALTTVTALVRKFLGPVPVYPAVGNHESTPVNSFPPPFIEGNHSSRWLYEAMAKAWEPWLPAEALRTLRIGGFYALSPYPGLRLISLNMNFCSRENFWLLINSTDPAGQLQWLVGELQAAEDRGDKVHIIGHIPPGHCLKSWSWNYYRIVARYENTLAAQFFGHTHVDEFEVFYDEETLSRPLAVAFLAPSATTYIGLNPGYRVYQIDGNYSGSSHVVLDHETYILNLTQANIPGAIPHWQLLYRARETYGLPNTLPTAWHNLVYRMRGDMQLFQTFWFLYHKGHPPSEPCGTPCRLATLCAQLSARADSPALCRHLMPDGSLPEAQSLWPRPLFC
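Steps: dispense placental human ASM, pin compound, wait 10 min at room temperature, add HMU-PC0 substrate at 9 uM final, incubate 60 min at 37 °C, add stop solution raising pH to 10, read fluorescence.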
PTAP TSG101 blk: blocks PTAP/TSG101 interaction to inhibit HIV-1 budding; Fluorescence polarization, FITC-PTAP peptide / Tsg101 binding; Potency, µM (series often up to 115 µM), for the others: at the highest dose activity change, negative = inhibition, actives largely listed as inhibitors; 340,000 tested, under 10 active; AID 493005; active = well fitted inhibition curve with a large enough effect in the main read-out, with a control signal flat, not every such curve was filed as active; inconclusive = small, poorly fitted or top-dose-only effect, or effect the other way, or a change in a side signal; inactive = no such curve, though single readings can be large or run the other way; also: potency is read from the fitted curve at half-maximal effect; % of control where 0% means no effect
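Fluorescence anisotropy tracks displacement of a FITC-tagged PTAP peptide (50 nM) from the Tsg101 binding domain (10 uM), following a 20 min room-temperature incubation at pH 7.5.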
B2AR arrestin: agonists driving beta-arrestin recruitment to human beta2-adrenergic receptor; P07550; beta-arrestin recruitment to beta2AR, cell-based reporter; Potency, µM (highest dose often 46.1 µM), without a hit: top-dose activation, actives largely listed as activators; actives 0.02% (n = 330,000); AID 492947;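 also: potency is read from the fitted curve at half-maximal effect; 0% = DMSO controls and full agonism = EC100 isoproterenol or metaproterenol; nearly all actives have a fitted effect of over 65% in size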
uPA surface inh: blocks generation of uPA at the cell surface; cell surface uPA generation assay, qHTS; Potency, µM (titrated, usually from 38.3 µM), for inactives: at the top dose activity change, negative = inhibition, most hits filed as inhibitors; actives 0.31% (n = 330,000); active = well fitted inhibition curve with a large enough effect; inconclusive = small, poorly fitted or top-dose-only effect; inactive = no such curve, though single readings can be large or run the other way; tested in mouse RAW 264.7 cells; also: potency is read from the fitted curve at half-maximal effect; % is scaled to controls: 0 for no effect and ±100 for the full control effect; nearly all actives have a fitted effect of over 55% in size
TRPV1 ag: activates the human vanilloid receptor TRPV1; actives 0.19% (n = 320,000); TRPV1-expressing cells, Fluo-8 calcium influx, agonist mode; Q8NER1; AID 540275; activation, % at 8.33 µM; in the data active = activation above about 80%; inconclusive = between about 30% and that limit; also: 0% is about no effect
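TRPV1-expressing cells were cultured overnight at 35.5C and loaded with Fluo-8 calcium dye for 40 to 90 min at room temperature. After a 10 s baseline, compound was added and calcium influx was read kinetically for 3 min (ex 480/em 520 nm).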
USP2a inh: blocks human ubiquitin-specific protease USP2a; O75604; Potency, µM (titrated, usually from 38.3 µM), for the others: at the top dose activity change, negative = inhibition, most hits filed as inhibitors; USP2 core, Ub-CHOP2 coupled fluorogenic reporter, 485/531; actives 0.01% (n = 330,000); AID 463254;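 also: potency is read from the fitted curve at half-maximal effect; plate controls were DMSO wells for no effect and full inhibition by NEM control for full effect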
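Cell-free coupled assay: 10nM USP2 core preincubated 30min RT with compound in Tris-HCl pH 8.0/CaCl2/CHAPS buffer, then 25nM Ub-CHOP2 and 25nM reporter substrate; fluorescence (Ex 485/Em 531) read after 60min RT, normalized to NEM inhibition, concentration-response curves fitted.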
ELG1 genotox: induces genotoxicity in HEK293T cells with luciferase-tagged ELG1 | HEK293T ELG1-luciferase reporter, luminescence, 16 h | Potency, µM (doses to about 46 µM), for inactives: top-dose activity change, positive = activation, hits mostly activators | actives 1.3% (n = 330,000) | AID 504466; also: potency is read from the fitted curve at half-maximal effect; % of control where 0% means no effect; nearly all actives have a fitted effect of over 60% in size
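Step 1: seed 2,000 HEK293T ELG1-luciferase cells per well. Step 2: add compound or DMSO, incubate 16 hr at 37 °C. Step 3: ONE-Glo, 30 min at room temperature, read luminescence.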
p53 reactivation: mutant p53 re-activation in reporter cells; H1299 p53-A138V BP100-luciferase reporter, luminescence, 24 h; Potency, µM (titrated, usually from 92.2 µM), without a hit: at the top dose activity change, positive = activation, hits mostly activators; actives 0.063% (n = 320,000); AID 504706; also: potency is read from the fitted curve at half-maximal effect; % of control where 0% means no effect; nearly all actives have a fitted effect of over 45% in size
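p53-null H1299 cells stably carrying temperature-sensitive p53-A138V and a BP100-luciferase reporter were pinned with compounds (4-point, 1:5 series) and held 24 hrs at 37 deg C. Luminescence was read 10 min after detection reagent.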
The depositor's hits bear a star; [ ] = another dose, or the depositor's remark. Unless noted, calls follow the shape of the dose curve; as a rule, active = well fitted curve in the direction sought with a large enough effect; inconclusive = small, poorly fitted or top-dose-only effect, or another doubt; inactive = no such curve, though single readings can be large; an effect the other way counts as inactive or inconclusive.

CCN(CC)S(=O)(=O)c1ccc(C(=O)NCC(=O)NCCCc2ccccc2)cc1 was read as Eya2 phos inh -1%, Integrin act MD -8%, BRCA1 expr act -16%, ASM inhibitor -1%[11.5 µM], PTAP TSG101 blk 1%, B2AR arrestin 0.1%, uPA surface inh 3%, TRPV1 ag 1, USP2a inh -1%, ELG1 genotox -5% and p53 reactivation -4%.
`C/C(=N\c1nc2ccccc2n1C)c1cc(Cl)ccc1O` gave Eya2 phos inh 0%, Integrin act MD 6%, BRCA1 expr act 0%, ASM inhibitor 1%, PTAP TSG101 blk -5%, B2AR arrestin -1.1%, uPA surface inh 3%, TRPV1 ag -4, USP2a inh 3%, ELG1 genotox -3% and p53 reactivation -4%.
`COc1cc(C(=O)OCC(=O)N2CC(C)OC(C)C2)cc(OC)c1OC` (configuration not stated) gave Eya2 phos inh -12%, Integrin act MD 12%, BRCA1 expr act -28%, ASM inhibitor 4%, PTAP TSG101 blk 2%, B2AR arrestin 0.1%, uPA surface inh 1%, TRPV1 ag 0, USP2a inh 0%, ELG1 genotox 3% and p53 reactivation 2%.
CC(C)[C@H](NC(=O)c1ccco1)C(=O)NCc1ccccc1 was read as Eya2 phos inh 5%, Integrin act MD -7%, BRCA1 expr act -15%, ASM inhibitor 3%, PTAP TSG101 blk -2%, B2AR arrestin -0.3%, uPA surface inh -1%, TRPV1 ag 0, USP2a inh 2%, ELG1 genotox -3% and p53 reactivation 0%.
For Cc1ccc(C(=O)CC(=O)c2cccc(F)c2)c(O)c1 the results were Eya2 phos inh -9%, Integrin act MD -22%, BRCA1 expr act -50%, ASM inhibitor -3%, PTAP TSG101 blk -3%, B2AR arrestin 0.5%, uPA surface inh 0%, TRPV1 ag inconclusive, USP2a inh 4%, ELG1 genotox inconclusive and p53 reactivation inconclusive.
`CN(C)CCNC(=O)c1cccc(S(=O)(=O)Nc2ccccc2F)c1` gave Eya2 phos inh -2%, Integrin act MD 3%, BRCA1 expr act 2%, ASM inhibitor 3%, PTAP TSG101 blk -1%, B2AR arrestin -0.6%, uPA surface inh 2%, TRPV1 ag -3, USP2a inh 1%, ELG1 genotox -11% and p53 reactivation -1%.
Screening CC1(C)CN(O)CCN1O returned Eya2 phos inh -7%, Integrin act MD -36%, BRCA1 expr act -21%, ASM inhibitor 8%, PTAP TSG101 blk -7%, B2AR arrestin -0.8%, uPA surface inh 3%, TRPV1 ag -3, USP2a inh 7%, ELG1 genotox 3% and p53 reactivation 2%.
For Cc1cccc2sc(NC(=O)CN3C(=O)c4ccccc4C3=O)nc12 the results were Eya2 phos inh 3%, Integrin act MD 8%, BRCA1 expr act -5%, ASM inhibitor 0%, PTAP TSG101 blk 0%, B2AR arrestin -0.3%, uPA surface inh 2%, TRPV1 ag 4, USP2a inh 3%, ELG1 genotox 2% and p53 reactivation 1%.
`CN(C)CC1CCCCC1OC(=O)c1ccc(Cl)cc1Cl` (configuration not stated) gave Eya2 phos inh -1%, Integrin act MD -25%, BRCA1 expr act 4%, ASM inhibitor 3%, PTAP TSG101 blk 4%, B2AR arrestin 0.0%, uPA surface inh -18%, TRPV1 ag 1, USP2a inh 4%, ELG1 genotox 0% and p53 reactivation -9%.
`CCC(=O)Nc1cccc(C2=NOC3(C2)C[C@@H](C(N)=O)N(C(=O)C2(C)CC2)C3)c1` (some centres not stated) gave Eya2 phos inh 20%, Integrin act MD 18%, BRCA1 expr act 8%, ASM inhibitor 6%, B2AR arrestin -0.7%, uPA surface inh 12%, TRPV1 ag 3, USP2a inh -3%, ELG1 genotox 1% and p53 reactivation -2%.
For O=C(CSc1cn(CCNC(=O)c2cccs2)c2ccccc12)NCc1ccccc1 the results were Eya2 phos inh -15%, Integrin act MD 12%, BRCA1 expr act -20%, ASM inhibitor 1%, PTAP TSG101 blk -8%, B2AR arrestin -0.5%, uPA surface inh -3%, TRPV1 ag 6, USP2a inh 0%, ELG1 genotox -42%[inhibitor] and p53 reactivation -8%.
`CCC(NC(=O)Nc1nnc(C(F)(F)F)s1)(C(F)(F)F)C(F)(F)F` gave Eya2 phos inh -17%, Integrin act MD -62%[inhibitor], BRCA1 expr act -85%, ASM inhibitor -4%, PTAP TSG101 blk -4%, B2AR arrestin 0.4%, uPA surface inh -9%, TRPV1 ag 10, USP2a inh -1%, ELG1 genotox -11% and p53 reactivation -2%.
Cc1ccc(-c2nn(-c3ccccc3)cc2C(=O)NN2CCN(C)CC2)cc1 was read as Eya2 phos inh 0%, Integrin act MD 28%, BRCA1 expr act -19%, ASM inhibitor -1%, PTAP TSG101 blk -2%, B2AR arrestin -0.2%, uPA surface inh 1%, TRPV1 ag 0, USP2a inh 2%, ELG1 genotox 0% and p53 reactivation -5%.
Nc1nc(F)nc2c1ncn2[C@@H]1O[C@H](CO)[C@@H](O)[C@@H]1O was read as Eya2 phos inh 3%, BRCA1 expr act -63%, ASM inhibitor 4%, PTAP TSG101 blk -3%, B2AR arrestin 0.2%, uPA surface inh inconclusive, TRPV1 ag -1, USP2a inh 0%, ELG1 genotox 0% and p53 reactivation 0%.
`C=CCSc1nnc2c(n1)OC(c1c(C)[nH]n(-c3ccccc3)c1=O)Nc1ccccc1-2` (configuration not stated) gave Eya2 phos inh -14%, Integrin act MD 6%, BRCA1 expr act 7%, ASM inhibitor -3%, PTAP TSG101 blk -2%, B2AR arrestin 0.6%, uPA surface inh 9%, TRPV1 ag 1, USP2a inh 1%, ELG1 genotox -2% and p53 reactivation 9%.
CC(C)C(NC(=O)c1ccc(C(C)(C)C)cc1)C(=O)N1CCC(C(N)=O)CC1 (configuration not stated) was read as Eya2 phos inh 8%, Integrin act MD -2%, BRCA1 expr act -12%, ASM inhibitor 4%, PTAP TSG101 blk -2%, B2AR arrestin -0.2%, uPA surface inh 1%, TRPV1 ag 8, USP2a inh 3%, ELG1 genotox 1% and p53 reactivation 1%.
Screening Cc1ccccc1NC(=O)/C(C#N)=C\c1ccsc1 returned Eya2 phos inh -6%, Integrin act MD -17%, BRCA1 expr act -25%, ASM inhibitor -2%, PTAP TSG101 blk -2%, B2AR arrestin -0.6%, uPA surface inh -4%, TRPV1 ag 15, USP2a inh 2%, ELG1 genotox 10% and p53 reactivation 11%.
For O=C1CS/C(=C\[N+](=O)[O-])N1c1ccc(OC(F)(F)F)cc1 the results were Eya2 phos inh -8%, Integrin act MD 0%, BRCA1 expr act -21%, ASM inhibitor 0%, PTAP TSG101 blk 0%, B2AR arrestin 0.4%, uPA surface inh -5%, TRPV1 ag 1, USP2a inh 0%, ELG1 genotox 2% and p53 reactivation -8%.
Screening O=C(COC(=O)c1ccc2ncsc2c1)NCc1ccc(Cl)cc1 returned Eya2 phos inh -23%, Integrin act MD 1%, BRCA1 expr act 43%, ASM inhibitor 4%, PTAP TSG101 blk 1%, B2AR arrestin -0.1%, uPA surface inh 6%, TRPV1 ag 25, USP2a inh 0%, ELG1 genotox 5% and p53 reactivation 13%.
For COc1cc2c3c(c1)C(C)CC(C)(C)N3C(=O)C2=O (configuration not stated) the results were Eya2 phos inh -6%, Integrin act MD -44%, BRCA1 expr act -18%, ASM inhibitor 3%, PTAP TSG101 blk -3%, B2AR arrestin -0.1%, uPA surface inh -9%, TRPV1 ag -2, USP2a inh 1%, ELG1 genotox -1% and p53 reactivation 5%.
For O=C1c2ccccc2C(=O)N1Cc1ccco1 the results were Eya2 phos inh 4%, Integrin act MD 8%, BRCA1 expr act 7%, ASM inhibitor 0%, PTAP TSG101 blk 0%, B2AR arrestin -0.2%, uPA surface inh 0%, TRPV1 ag -1, USP2a inh 0%, ELG1 genotox 0% and p53 reactivation 0%.
For COc1ccc(S(=O)(=O)NCCC(=O)OCC(=O)NC2CC2)cc1 the results were Eya2 phos inh 6%, Integrin act MD 16%, BRCA1 expr act -2%, ASM inhibitor 2%, PTAP TSG101 blk 0%, B2AR arrestin -0.5%, uPA surface inh 3%, USP2a inh 0%, ELG1 genotox 1% and p53 reactivation -4%.
For COc1ccc(NC(=O)c2cccc(F)c2)cc1Cl the results were Eya2 phos inh 12%, Integrin act MD 8%, BRCA1 expr act inconclusive, ASM inhibitor 0%, PTAP TSG101 blk 0%, B2AR arrestin -0.4%, uPA surface inh -6%, TRPV1 ag inconclusive, USP2a inh 2%, ELG1 genotox 9.2µM* and p53 reactivation 13%.
